# MITF primary = human MITF inhibition, primary screen; AlphaScreen MITF homodimerization, bead proximity signal; AID 1259374; inhibition, % at 2.6 µM; hit rate 0.91% among 650,000; in the data active means inhibition above about 50%;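 further: 0% = vehicle wells with protein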
# Target sequence (O75030 whole entry, looked up): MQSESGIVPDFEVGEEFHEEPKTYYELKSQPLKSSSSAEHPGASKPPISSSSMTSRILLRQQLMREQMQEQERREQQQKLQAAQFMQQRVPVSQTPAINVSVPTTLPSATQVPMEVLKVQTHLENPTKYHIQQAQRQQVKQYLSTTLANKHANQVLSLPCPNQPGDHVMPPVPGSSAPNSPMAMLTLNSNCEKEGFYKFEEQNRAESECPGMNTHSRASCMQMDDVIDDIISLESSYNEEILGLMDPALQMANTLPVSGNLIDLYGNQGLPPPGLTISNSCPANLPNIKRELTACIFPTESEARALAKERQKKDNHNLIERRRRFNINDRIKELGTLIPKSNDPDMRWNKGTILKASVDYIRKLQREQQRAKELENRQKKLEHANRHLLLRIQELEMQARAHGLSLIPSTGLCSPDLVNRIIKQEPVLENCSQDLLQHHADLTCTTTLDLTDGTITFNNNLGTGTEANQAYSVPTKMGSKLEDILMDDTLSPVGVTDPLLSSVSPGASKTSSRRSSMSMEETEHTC
# GPR151 activ = human GPR151 activation; Q8TDV0; PathHunter beta-arrestin GPR151 cells, luminescence; activation, % at 11.2 µM; hit rate 1% among 650,000; AID 1508602; in the data active means activation above about 4.9%;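 further: 0% = median of compound wells and 100% = cells with positive control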
# Target sequence (Q8TDV0 whole entry, looked up): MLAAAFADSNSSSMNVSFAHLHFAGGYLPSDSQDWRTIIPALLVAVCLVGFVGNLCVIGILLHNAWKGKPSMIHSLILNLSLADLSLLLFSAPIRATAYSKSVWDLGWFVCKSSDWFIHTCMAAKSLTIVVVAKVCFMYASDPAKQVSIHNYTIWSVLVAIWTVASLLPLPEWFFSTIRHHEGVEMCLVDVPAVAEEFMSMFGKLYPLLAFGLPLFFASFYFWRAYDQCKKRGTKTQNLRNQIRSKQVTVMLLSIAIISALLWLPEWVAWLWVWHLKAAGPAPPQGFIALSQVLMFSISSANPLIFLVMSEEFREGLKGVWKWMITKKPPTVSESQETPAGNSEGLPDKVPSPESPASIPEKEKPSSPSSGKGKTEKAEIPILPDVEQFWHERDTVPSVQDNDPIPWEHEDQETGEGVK
# FBW7 activator = activators of human E3 ligase FBW7; hit rate 0.13% among 650,000; AlphaScreen FBW7–phospho-cyclin E peptide binding, activator screen; normalized activity (activation), % at 26.1 µM; Q969H0; in the data active means normalized activity above about 1.9%;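 further: purified mutant Fbw7 with reduced substrate affinity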
# TEAD-YAP block = TEAD-YAP interaction inhibition. hit rate 1.4% among 640,000. inhibition, % at 9.12 µM. HEK-TIYL cells, TEAD-Gal4/YAP UAS-luciferase luminescence; in the data active means inhibition above about 32%;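 further: 0% = median of test compound wells and 100% = reference inhibitor wells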
# Starred values were filed as active, the others as inactive.
SMILES,MITF primary,GPR151 activ,FBW7 activator,TEAD-YAP block
CCCOc1ccccc1C1C(C(=O)OCCc2ccccc2)=C(C)NC2=C1C(=O)CC(c1ccc(OC)cc1)C2 (stereo not given),16,-1.3,0.2,-2
Cc1ccccc1NC(=O)Cn1nc(C)c2ccccc2c1=O,16,0.3,1.5,-1
COc1ccccc1OCCNC(=O)c1ccccc1I,-12,0.4,-0.1,-4
COCc1ccc(C(=O)NCC2Cc3c(ccc4cc(-c5cccnc5)ccc34)O2)o1 (stereo not given),20,-1.2,0.5,-2
Cc1ccc(C(=O)Nc2ccc(Cl)cc2Cl)o1,-7,-0.2,0.1,-77
O=C(c1c(F)cccc1F)N1CCN(S(=O)(=O)c2ccccc2)CC1,9,0.6,-0.1,15
O=C(NC1CC1)c1ccc2nc(Nc3ccc(C(F)(F)F)cc3)sc2c1,2,0.1,0.2,-19
Cc1cccc(-c2noc(COc3ccc(Cl)cc3)n2)c1,6,-1.5,-0.1,-12
CC(=O)Nc1cc(-c2cn[nH]c2)ccc1NC(=O)[C@H](N)Cc1cccc(F)c1,3,0.7,-0.7,6
Cc1cc(NC(=O)Cn2c(=O)n(-c3ccc(F)cc3)c(=O)c3oc4ccccc4c32)no1,7,0.4,-0.1,4
COc1ccc2c(c1)-c1c(ssc1=S)C(C)(C)N2C(=O)CCC1CCCCC1,11,-1.0,-0.1,-6
COc1cc(/C=C2/C(=N)N3N=C(C4CCCCC4)SC3=NC2=O)ccc1OCCOc1cc(C)cc(C)c1,-5,0.6,-0.1,-5
COc1ccc(C)cc1NC1CC(=O)N(c2ccccc2C(F)(F)F)C1=O (stereo not given),7,-1.5,0.0,5
CCOC(=O)c1ccc(NC(=S)NCCCN2CCCC2=O)cc1,6,1.5,-0.2,-10
N#C/C=C(/CC(O)(c1nc2ccccc2s1)C(F)(F)F)N1CCCC1 (stereo not given),2,0.0,0.2,2
Cc1cc(NCCO)nc(N2CCN(c3ccccn3)CC2)n1,1,0.6,-0.2,-7
Cc1ccc(CCNC(=O)CCS(=O)(=O)Cc2ccccc2C)cc1,6,-0.4,0.3,8
COc1ccccc1-n1c(CNC(=O)c2ccco2)n[nH]c1=S,2,0.4,-0.1,14
O=CNC(NC(=S)N1CCOCC1)C(Cl)(Cl)Cl (stereo not given),4,-0.8,0.1,-1
O=C1CCCC2=C1C(c1cccc([N+](=O)[O-])c1)Nc1ccccc1N2 (stereo not given),2,-1.3,0.0,14
CN(C)c1ccc(-c2ncnn2-c2ccc(Cl)cc2)cc1,-18,-0.6,0.1,-8
CN(C(=O)c1ccc2c(c1)n(C)c(=O)n2C)c1nc2c(s1)CCc1occc1-2,4,-1.0,-0.2,-2
ON=c1ccc2nc3ccccc3nc2cc1,1,-5.4,-0.1,-3
CCCOc1ccc(C2C3CN(C)CC=C3C(C#N)=C(N)C2(C#N)C#N)cc1OC (stereo not given),15,-1.2,0.1,-5
O=C(N/N=C/c1ccncc1)NC12CC3CC(CC(C3)C1)C2,12,0.6,-0.2,-13
CN(C)S(=O)(=O)c1ccc(NC(=O)CSc2nnc(Nc3ccccc3)s2)cc1,5,-1.1,0.0,-4
CCOc1cccc2c1OC(c1cccc(Cl)c1)N1N=C(c3ccc(C)o3)CC21 (stereo not given),-9,-1.0,0.1,-10
CC(C(=O)NCC1CCCO1)C1Sc2ccccc2N(Cc2ccccc2F)C1=O (stereo not given),1,-0.1,1.0,2
COC(=O)c1nnn(-c2nonc2N)c1CN1CCN(c2ncccn2)CC1,-6,-0.5,-0.1,12
COc1cc(OC)c(/C=C2/C(=O)NC(=S)N(c3ccc(C)cc3)C2=O)c(OC)c1,-6,1.2,0.1,0
Cc1ccc(NC(=O)/C(=C/c2ccc(N(C)C)cc2)NC(=O)c2ccccc2F)cc1F,3,-1.1,0.1,6
COc1ccc(-n2cnc3c(sc4nccc(N(C)C)c43)c2=O)cc1,-5,0.9,0.0,2
CCOC(=O)c1c(NC(=O)C(C)Sc2nnc(CNC(=O)c3c(F)cccc3Cl)n2C)sc2c1CCCC2 (stereo not given),-7,0.2,-0.1,9
O=c1[nH]c2ccc(Br)cc2c(-c2ccccc2)c1C1=NNC(c2ccco2)C1 (stereo not given),15,-0.3,0.1,4
Cc1ccccc1Cn1c2ccccc2c2cnn(CC(=O)NCc3cccnc3)c(=O)c21,14,-0.5,0.1,9
CC(C)CNC(=O)/C(=C/c1ccc(N(C)C)cc1)NC(=O)c1ccccc1,5,-1.3,0.8,3
C[C@@H]1CN(C(=O)C2CC23CCN(Cc2ccc(C#CC(C)(C)O)cc2)CC3)C[C@H](C)O1 (stereo not given in full),-3,-0.5,0.1,-1
c1ccc(CNc2cc(N3CCN(c4ccccn4)CC3)ncn2)cc1,4,1.0,0.2,-5
COc1ccc(Cl)cc1NC(=O)/C(=C/c1cccc([N+](=O)[O-])c1)NC(=O)c1cccs1,4,0.3,0.5,-1
O=c1c2sccc2nc(SCc2cccnc2)n1-c1ccc(Br)cc1,2,0.7,-0.1,2
CCOC(=O)c1c(NC(=O)C(C)Oc2ccc(F)cc2)sc(C(C)=O)c1C (stereo not given),17,0.9,-0.1,-1
Cc1sc2c(c1C)c(=O)n(CCc1ccccc1)c(=O)n2CC(N)=O,4,4.1,0.1,2
CCN(CC)CCNc1nc2c(c(=O)n(C)c(=O)n2C)n1Cc1c(Cl)cccc1Cl,4,0.1,0.0,0
Cc1cc(C(=O)N/N=C/c2ccccc2)n[nH]1,-8,0.4,0.0,-55
N/C(=N\OC(=O)c1ccncc1)c1cccnc1,12,5.8*,0.7,-20
COc1ccccc1C(=O)Nc1ccccc1C(=O)O,-2,1.0,0.0,-12
Cc1cc(C)n(C(=O)c2cccc([N+](=O)[O-])c2)n1,14,-0.1,0.1,1
CC(=O)N1CCc2c(sc(NC(=O)c3ccc(S(=O)(=O)N4CCc5ccccc5C4)cc3)c2C(N)=O)C1,4,3.5,0.1,23
COc1cc(C(=O)Nc2ccc3oc(-c4cc(Cl)ccc4Cl)nc3c2)cc(OC)c1OC,13,-1.4,0.2,4
CCc1cc(C(=O)Cc2nc3ccccc3s2)c(O)cc1O,13,-1.2,0.3,-21
CC1(C)CC(=O)C/C(=N/NC(=O)c2ccccc2NS(=O)(=O)c2cccs2)C1,6,2.0,-0.1,1
CCCn1c(-c2nnc(CC)o2)cc2ccccc21,29,-1.6,0.0,-3
COc1cc(NC(=O)Cn2cnc3ccccc32)c2ncccc2c1,4,0.2,-0.6,27
COc1ccc(C2=NN(C(=O)CSc3nnc(CNC(=O)c4cccs4)n3CCc3ccccc3)C(c3ccc(C)cc3)C2)cc1 (stereo not given),1,1.4,-0.1,11
CCOc1ccc(-c2cc(C)n3nc(C(=O)O)cc3n2)cc1,-2,0.2,-0.1,-9
CCc1ccc(NC(=O)N(C2CCCC2)C2CCN(C(C)=O)CC2)cc1,12,2.7,0.1,-39
O=C(Cc1ccc(Br)cc1)NCc1cn(-c2ccncc2)nn1,2,-1.7,-0.6,-5
COc1ccc(S(=O)(=O)NNc2ccc([N+](=O)[O-])cc2[N+](=O)[O-])cc1,6,0.2,-0.1,9
C/C(=C\C(=O)C(F)(F)C(F)(F)C(F)(F)F)NNC(=O)c1ccc(C)cc1,-19,0.5,0.2,-40
CC1=NNC(=O)C1CCC(=O)N/N=C(\C)c1ccc([N+](=O)[O-])cc1 (stereo not given),-6,0.7,-0.1,-4

# 18 of these compounds in a different format.
molecule	MITF primary	GPR151 activ	FBW7 activator	TEAD-YAP block
CCN(CC)CCNc1nc2c(c(=O)n(C)c(=O)n2C)n1Cc1c(Cl)cccc1Cl	4	0.1	0.0	0
Cc1cc(C(=O)N/N=C/c2ccccc2)n[nH]1	-8	0.4	0.0	-55
N/C(=N\OC(=O)c1ccncc1)c1cccnc1	12	5.8*	0.7	-20
COc1ccccc1C(=O)Nc1ccccc1C(=O)O	-2	1.0	0.0	-12
Cc1cc(C)n(C(=O)c2cccc([N+](=O)[O-])c2)n1	14	-0.1	0.1	1
CC(=O)N1CCc2c(sc(NC(=O)c3ccc(S(=O)(=O)N4CCc5ccccc5C4)cc3)c2C(N)=O)C1	4	3.5	0.1	23
COc1cc(C(=O)Nc2ccc3oc(-c4cc(Cl)ccc4Cl)nc3c2)cc(OC)c1OC	13	-1.4	0.2	4
CCc1cc(C(=O)Cc2nc3ccccc3s2)c(O)cc1O	13	-1.2	0.3	-21
CC1(C)CC(=O)C/C(=N/NC(=O)c2ccccc2NS(=O)(=O)c2cccs2)C1	6	2.0	-0.1	1
CCCn1c(-c2nnc(CC)o2)cc2ccccc21	29	-1.6	0.0	-3
COc1cc(NC(=O)Cn2cnc3ccccc32)c2ncccc2c1	4	0.2	-0.6	27
COc1ccc(C2=NN(C(=O)CSc3nnc(CNC(=O)c4cccs4)n3CCc3ccccc3)C(c3ccc(C)cc3)C2)cc1 (stereo not given)	1	1.4	-0.1	11
CCOc1ccc(-c2cc(C)n3nc(C(=O)O)cc3n2)cc1	-2	0.2	-0.1	-9
CCc1ccc(NC(=O)N(C2CCCC2)C2CCN(C(C)=O)CC2)cc1	12	2.7	0.1	-39
O=C(Cc1ccc(Br)cc1)NCc1cn(-c2ccncc2)nn1	2	-1.7	-0.6	-5
COc1ccc(S(=O)(=O)NNc2ccc([N+](=O)[O-])cc2[N+](=O)[O-])cc1	6	0.2	-0.1	9
C/C(=C\C(=O)C(F)(F)C(F)(F)C(F)(F)F)NNC(=O)c1ccc(C)cc1	-19	0.5	0.2	-40
CC1=NNC(=O)C1CCC(=O)N/N=C(\C)c1ccc([N+](=O)[O-])cc1 (stereo not given)	-6	0.7	-0.1	-4

# Continuation.
SMILES,MITF primary,GPR151 activ,FBW7 activator,TEAD-YAP block
CC(C)c1c(C#N)c(N)nc2sc(C(=O)c3ccc(Br)cc3)c(N)c12,-16,-2.0,0.1,15
CC1Oc2ccccc2N(CC(=O)c2ccccc2)C1=O (stereo not given),-7,-0.1,0.0,-7
CCCc1cnc2c(c1SCCN(CC)CC)c(=O)n(C)c(=O)n2C,-5,-1.2,-0.3,7
Cc1nc(NCCNC(=O)/C=C/c2ccccc2)c2c(C)c(C)sc2n1,1,0.1,-0.2,0
CCOC(=O)C1(CC(C)C)CC(CSC(=N)N)OC1=O (stereo not given),-7,0.1,-0.6,5
COc1ccc(-c2nc3scc(CCNS(=O)(=O)c4ccc(Cl)cc4)n3n2)cc1,14,2.9,-0.2,3
COc1ccc(-c2ccc(-c3nc(-c4ccccc4Cl)no3)cc2)cc1,-9,0.6,0.0,-4
COc1ccc(S(=O)(=O)N(C)CC(=O)N2CCOCC2)cc1Cl,-6,2.8,-0.1,-6
Cc1ccc2nc(/C(C#N)=C/c3cc(Br)ccc3OCc3ccc(Cl)cc3Cl)[nH]c2c1,2,-1.2,-0.1,0
COc1ccc(NC(=O)c2ccc(NC(=O)CSc3cccc[n+]3[O-])cc2)cc1,5,1.4,0.0,9
c1ccc(-n2nc3c4nn(-c5ccccc5)nc4c4nn(-c5ccccc5)nc4c3n2)cc1,10,0.2,0.0,6
Cc1ccc(NC(=O)C(C)Oc2ccc(-c3ccccc3)cc2)c([N+](=O)[O-])c1 (stereo not given),4,1.4,-0.1,11
N#C/C(=C(/O)c1ccc([N+](=O)[O-])s1)c1nc2ccccc2[nH]1,19,-1.7,0.2,10
CC1(C)C(=O)NCCN1C(=O)c1ccc(C(=O)c2ccccc2)cc1,-16,-0.6,0.0,39*
COCCn1nnnc1C(c1cc2ccc(OC)cc2[nH]c1=O)N1CCC(C)CC1 (stereo not given),4,-0.3,-0.1,3
COc1cccc(-c2noc(CCC(=O)Nc3cc(C)ccc3C)n2)c1,1,-1.0,-0.2,-4
CCOC(=O)N1CCC(N2C(=O)C3C(C(=O)Nc4ccc(Cl)c(Cl)c4)C4(C)C=CC3(O4)C2C(=O)NC2CCCCC2)CC1 (stereo not given),-11,0.7,-0.2,4
CCN(CC)S(=O)(=O)c1ccc(C(=O)Nc2ccc3c(C)cc(=O)oc3c2)cc1,5,0.0,-0.1,-1
COc1ccc(/C=N/n2cnnc2SC)cc1,16,-0.1,0.8,-9
c1cc(NC2CCNCC2)c2ccncc2c1,17,0.2,-0.8,13
COC(=O)c1ccc(CSc2ccccc2)cc1,7,-6.3,0.0,-24
COc1cccc(/C=C2/C(=O)NC(=S)N(c3ccc(C)cc3)C2=O)c1OC,-1,1.3,0.1,2
CCCC(=O)N1c2ccccc2C(=C2SC(C(=O)OCC)=C(C(=O)OCC)S2)C(=S)C1(C)C,-14,-0.6,-0.1,-8
CCN(c1cccc(C)c1)S(=O)(=O)c1ccc2[nH]cc(C(=O)N(C)C3CCCCC3)c(=O)c2c1,-1,-0.2,-0.1,-3
COc1cc2ccccc2cc1C(=O)NCC12CC3CC(CC(C3)C1)C2,6,1.2,0.6,-23
Cc1c(C(=O)NCc2nnc(SCC(=O)N3N=C(c4cccs4)CC3c3ccc(F)cc3)n2-c2ccccc2)cccc1[N+](=O)[O-] (stereo not given),10,1.2,0.1,5
C/C(=N\NC(=O)c1ccncc1)c1ccc(I)cc1,6,-0.7,0.1,-20
CCc1nnc(NC(=O)c2ccc(C(=O)C(=O)c3ccccc3)cc2)s1,-9,1.7,0.0,0
CCOC(=O)C1=C(C)NC(=S)NC1c1ccc(OCC(N)=O)cc1 (stereo not given),-2,-1.4,0.2,-8
CC(C)[C@@H]1NC(=O)[C@@H]2C[C@H](NCc3cn(C)nc3-c3ccccc3)CN2C1=O,-4,13*,-0.1,-6
CCCOc1ccccc1OCCCN1CCN(C)CC1,5,0.9,0.0,-4
CC(Cc1cc(C(=O)N2CCCC2)on1)c1ccccc1 (stereo not given),9,-1.0,1.4,-44

# Compound activity from PubChem BioAssay.
